TRb-SRC2 inh – TRbeta-SRC2 interaction inhibition; Potency, µM (top dose mostly 106 µM), for inactives: top-dose activity change, negative = inhibition, most hits filed as inhibitors; TRbeta-SRC2 peptide binding, fluorescence polarization; receptor liganded with 1 µM T3; P10828; 0.065% of 280,000 active;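 note: plate controls were bound peptide for no effect and peptide without receptor for full effect; nearly all actives have a fitted effect of over 50% in size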
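Human TRb LBD (0.6 uM) plus Texas Red-labeled SRC2 peptide (20 nM), 1uM T3, 5% DMSO, 5 hr at ambient temperature. Decreased polarization (555/632 nm) flags inhibition; data normalized to free and bound peptide controls.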
L3MBTL1 block – inhibitors of human L3MBTL1 | Q9Y468 | AlphaScreen L3MBTL1–H3K9me1 peptide binding | Potency, µM (top dose mostly 57.1 µM), for inactives: at the highest dose activity, negative = inhibition, actives largely listed as inhibitors | 0.66% of 230,000 active; note: nearly all actives have a fitted effect of over 60% in size
Target sequence (Q9Y468 whole entry, looked up): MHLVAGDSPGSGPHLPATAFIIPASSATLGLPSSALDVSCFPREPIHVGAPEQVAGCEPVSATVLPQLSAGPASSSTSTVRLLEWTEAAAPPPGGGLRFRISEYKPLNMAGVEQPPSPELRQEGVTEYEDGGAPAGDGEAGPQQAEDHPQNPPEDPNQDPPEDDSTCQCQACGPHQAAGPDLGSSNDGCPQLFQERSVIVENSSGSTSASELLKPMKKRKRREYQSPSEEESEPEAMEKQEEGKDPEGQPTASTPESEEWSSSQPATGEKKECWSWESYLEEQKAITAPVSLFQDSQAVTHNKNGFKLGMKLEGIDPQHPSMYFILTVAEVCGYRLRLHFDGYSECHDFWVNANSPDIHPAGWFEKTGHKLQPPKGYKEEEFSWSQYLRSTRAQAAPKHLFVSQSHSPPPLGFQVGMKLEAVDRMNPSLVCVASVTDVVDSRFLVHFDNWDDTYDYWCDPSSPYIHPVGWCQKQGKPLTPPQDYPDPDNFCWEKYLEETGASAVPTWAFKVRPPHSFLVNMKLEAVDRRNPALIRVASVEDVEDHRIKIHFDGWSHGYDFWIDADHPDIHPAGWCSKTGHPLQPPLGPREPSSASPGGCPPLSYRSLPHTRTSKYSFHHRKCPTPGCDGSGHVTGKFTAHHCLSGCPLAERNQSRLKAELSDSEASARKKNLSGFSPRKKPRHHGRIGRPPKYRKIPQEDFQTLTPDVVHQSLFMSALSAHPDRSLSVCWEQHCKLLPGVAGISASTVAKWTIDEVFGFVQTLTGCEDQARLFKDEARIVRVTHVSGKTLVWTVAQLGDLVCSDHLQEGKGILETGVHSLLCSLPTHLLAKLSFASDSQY
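AlphaScreen assay: L3MBTL1 (50 nM final) was preincubated 30 min at room temperature with biotinylated H3(1-15)K9me1 peptide (75 nM final), then 30 min with library compounds; streptavidin donor and nickel chelate acceptor beads (10 ug/mL final) added, 30 min dark.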
RECQ1 helicase – inhibitors of human RECQ1 DNA helicase. P46063. RECQ1 DNA unwinding, red fluorescence kinetic read. Potency, µM (doses to about 57.3 µM), for the others: at the highest dose activity, negative = inhibition, actives largely listed as inhibitors. 0.54% of 240,000 active;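 note: plate controls were vehicle for no effect and no enzyme for full effect; nearly all actives have a fitted effect of over 30% in size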
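RECQ1T1 50 nM; forked duplex (20 bp + 30-nt ss tails) 200 nM, ATP 2 mM final; pH 8.0, 2 mM MgCl2, 2.5 ug/ml poly(dI-dC); 15 min compound preincubation; discontinuous kinetic read over 2 h at RT.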
GAA spleen mod – lysosomal alpha-glucosidase (human) modulation. P10253. human spleen homogenate, 4-MU-alpha-glucoside fluorescence. AID 2112. Potency, µM (highest dose often 79.9 µM), for inactives: top-dose activity change, negative = inhibition, hits mostly inhibitors. 0.006% of 240,000 active;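 note: 0% = enzyme with vehicle and -100% = no enzyme basal signal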
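Human spleen homogenate (1 ug) incubated with compounds and 1 mM 4-methylumbelliferyl-alpha-D-glucopyranoside in pH 5.0 citrate/phosphate buffer, 37 C, 40 min. Stopped at pH 10; 4-MU fluorescence (Ex 365/Em 440 nm); AC50 by Hill fit.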
RGS12 GoLoco inh – inhibitors of human Gai1-RGS12 GoLoco interaction (red fluorophore); AID 880; Gai1:RGS12 GoLoco peptide FP, rhodamine, 10 min; 0.44% of 230,000 active; P63096; Potency, µM (doses to about 61.6 µM), without a hit: at the top dose activity, negative = inhibition, hits mostly inhibitors; active = well fitted inhibition curve with a large enough effect, not every such curve was filed as active; inactive = no such curve, though single readings can be large or run the other way; note: nearly all actives have a fitted effect of over 30% in size; many of its hits are not listed in these tables
GAA glycogen – inhibitors or activators of human alpha-glucosidase glycogen cleavage; 0.38% of 300,000 active; recombinant GAA, glycogen substrate, Amplex Red glucose oxidase fluorescence; Potency, µM (top dose mostly 76.4 µM), for the others: at the top dose activity change, negative = inhibition, most hits filed as inhibitors;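 note: 0% = full enzyme reaction and -100% = no-enzyme basal signal; the screen sought inhibitors and activators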
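qHTS, 1536-well; enzyme 4 nM final; cpd up to 77 uM; substrate bovine liver glycogen 30 ug; 50 mM citrate/phosphate pH 5.0, 0.01% Tween-20; 37 C, 40 min; Amplex Red detection 45 min RT; Hill fit → AC50.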
TR SRC2 fluor cs – counter-screen for TRb-SRC2 inhibitors: fluorescence interference; TRb/SRC2 Texas Red total fluorescence interference; Potency, µM (highest dose often 106 µM), without a hit: at the highest dose fluorescence change, negative = quenching; 0.29% of 280,000 active; active = well fitted curve in either direction with a large enough effect; inconclusive = small, poorly fitted or top-dose-only effect
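Human TRb ligand-binding domain at 0.6 uM with 20 nM Texas Red SRC2 peptide in Tris buffer containing 1 uM T3 and 5% DMSO, incubated with compound 5 h at ambient temperature. Total fluorescence (555/632 nm) calculated as parallel + 2 × perpendicular.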
GAA inh – inhibitors of human lysosomal alpha-glucosidase; P10253; purified human GAA, 4-MU-alpha-glucoside fluorescence; Potency, µM (series often up to 76.9 µM), without a hit: top-dose activity change, negative = inhibition, usual class: inhibitors; 0.005% of 200,000 active; AID 1466;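 note: plate controls were uninhibited enzyme wells for no effect and no-enzyme background for full effect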
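Compounds are titrated up to 77 uM against 4 nM human enzyme. Substrate 4-methylumbelliferyl-alpha-D-pyranoside (400 uM) reacts 20 min at room temperature in pH 5.0 buffer; liberated 4-methylumbelliferone is read at 440 nm.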
Starred values were filed as active, the others as inactive; i = inactive; u = inconclusive; x = no result given; & = joins results of further samples; [ ] = dose if it differs, or a comment. Unless noted, calls come from the whole dose curve; as a rule, active = well fitted curve in the direction sought with a large enough effect; inconclusive = small, poorly fitted or top-dose-only effect, or another doubt; inactive = no such curve, though single readings can be large; an effect the other way counts as inactive or inconclusive. Unless noted, % is set by controls: 0 for no effect and ±100 for the full control effect; potency is the fitted concentration of half-maximal effect. Only part of the results is shown; the hit share may differ from the screen's.

SMILES	TRb-SRC2 inh	GAA inh	L3MBTL1 block	TR SRC2 fluor cs	GAA glycogen	GAA spleen mod	RECQ1 helicase	RGS12 GoLoco inh
c1cc2c3c(cccc3c1)C(N1CCOCC1)=N2	-2%	x	1%	1%	11%	2%	-14%	8%
COc1ccc(NC(=O)C2CCCN2S(=O)(=O)c2ccc(F)cc2)cc1 (stereo unspecified)	-5%	5%[15.4 µM]	5%	-4%	6%	-12%	-10%	-2%
CC(C)C[C@@H](CC(=O)N[C@@H](CCC(=O)O)CC(=O)O)NC(=O)[C@@H]1CCCC[C@H]1NC(=O)C[C@H](CCCN)NC(=O)C[C@H](Cc1c[nH]c2ccccc12)NC(=O)[C@@H]1CNCC[C@H]1N	1%	x	x	-1%	x	1%	6%	0%
COC[C@H]1OC=C[C@@H](OC)[C@@H]1OC	-6%	x	x	-1%	x	0%	i	-4%
CCc1ccc(NC(=O)C(C)OC(=O)/C=C/c2cccc([N+](=O)[O-])c2)cc1 (stereo unspecified)	-3%	1%	5%	1%	2%	4%	-4%	1%
COc1ccc(CN2CCNC(=O)C2CC(=O)N2CCc3ccccc3C2)c(OC)c1 (stereo unspecified)	3%	-1%	3%	1%	19%	8%	-7%	4%
O=C(CN(Cc1ccccc1)S(=O)(=O)c1ccccc1)N/N=C/c1ccccc1C(=O)O	4%	4%	2%	-2%	1%	2%	-10%	20%
Cc1sc(NC(=O)COc2ccccc2)c(C#N)c1-c1ccccc1	-5%	-3%	8%	-1%	8%	-5%	-4%	1%
CCOC(=O)N1CCC(NC(=O)Cn2cc3c(n2)CCC(C)C3)CC1 (stereo unspecified)	-7%	u	u	-5%	7%	-10%	-10%	-16%
O=C1NN=C(c2ccc(Cl)cc2)CC1c1cccc(Cl)c1 (stereo unspecified)	-22%	u	x	-1%	3%	8%	8%	10%
COc1ccc(CC(=O)NC(=S)NNC(=O)COc2c(C)cccc2C)cc1	-1%	-8%	6%	-10%	0%	-3%	2%	3%
O=C(CSc1ccsc1[N+](=O)[O-])NCc1ccco1	3%	-8%	u	-3%	-3%	8%	i	5%
CCN1c2ccccc2N(C)C1(C)c1ccccc1 (stereo unspecified)	u	u	-30%	45µM*[fluorescent]	27%	-16%	-8%	8.9µM*
COC(=O)c1cccc(C23CC4(C2)[C@H](CN(C)[C@@H]4c2ccccc2)C3c2ccccc2)c1 (stereo partly specified)	-1%&0%	x	x	-6%&-2%	-6%	-8%&3%	-7%	5%&12%
Nc1nonc1C(=O)NCCNc1ccc([N+](=O)[O-])cn1	4%	-5%	x	-1%	-5%	-4%	i	-4%
CCOc1ccc(C[C@H]2NC(=O)CCSSC[C@@H](C(=O)N3CCC[C@H]3C(=O)N[C@@H](CCCN)C(=O)NCC(N)=O)NC(=O)[C@H](CC(N)=O)NC(=O)[C@H]([C@@H](C)O)NC(=O)[C@H]([C@@H](C)CC)NC2=O)cc1	14%	x	x	-13%	x	-7%	5%	x
COc1ccc([C@H]2C=C3CN(C(=O)OC(C)(C)C)S(=O)(=O)[C@H]3C[C@H]2OC(=O)c2ccc(C(F)(F)F)cc2)cc1	7%	x	x	4%	4%	3%	i	-9%
COc1ccc(N2C(=O)N(Cc3ccccc3F)c3ccccc3S2(=O)=O)cc1	-1%	-8%	16%	0%	-10%	x	-15%	1%
O=c1cc(/C=C/c2c(F)cccc2Cl)[nH]c2ccccc12	5%	3%	6%	-3%	10%	-3%	-3%	81%[activator]
CC(C)(C)c1ccc(C(=O)Nc2ccc(CN3CCS(=O)(=O)CC3)cc2)cc1	-9%	-16%	-15%	-2%	-12%	7%	2%	8%
COc1ccc(N(CC(=O)Nc2ccccc2SC)S(C)(=O)=O)cc1OC	4%	-5%	x	0%	-4%	-5%	-4%	3%
O=C1NC(c2ccccc2)=NC1(NS(=O)(=O)c1ccc(Cl)cc1)C(F)(F)F (stereo unspecified)	-3%	-22%	6%	-3%	0%	-9%	-1%	9%
CCNC(=O)/C(=C\C=C\c1ccccc1)NC(=O)c1ccc(Br)o1	0%	-3%	2%	-2%	7%	6%	-3%	-8%
COc1cccc(CN(C)C(=S)Nc2ccc(C)c(C)c2)c1	1%	u	x	-4%	-1%	-2%	-1%	-4%
CCCCCCCCCCS(=O)(=O)N/N=C/c1ccccc1OC	2%	-12%	16%	-2%	-6%	-8%	-21%	10%
CCOC(=O)NC(NC(=S)Nc1ccc(OC)cc1)C(Cl)(Cl)Cl (stereo unspecified)	-3%	4%	2%	-2%	4%	-7%	-4%	-3%
COC(=O)c1ccccc1NC(=O)c1ccccc1SC	-29%	8%	52%[activator]	0%	14%	-14%	-7%	-9%
COc1cccc(N2C(=O)CC(N3CCc4ccccc43)C2=O)c1 (stereo unspecified)	-11%	-1%	-10%	3%	40µM*	-6%	-4%	-10%
CC1CC(C)CN(CCCNC(=O)Cc2c(C(=O)O)[nH]c3ccccc23)C1 (stereo unspecified)	-10%	-9%	6%	3%	-1%	1%	i	-6%
CC1CCc2nc(NC(=O)c3cc(C(C)(C)C)nn3C)sc2C1 (stereo unspecified)	-2%	x	x	-3%	0%	6%	-3%	0%

For convenience, some entries already given:
SMILES	TRb-SRC2 inh	GAA inh	L3MBTL1 block	TR SRC2 fluor cs	GAA glycogen	GAA spleen mod	RECQ1 helicase	RGS12 GoLoco inh
CCOC(=O)NC(NC(=S)Nc1ccc(OC)cc1)C(Cl)(Cl)Cl (stereo unspecified)	-3%	4%	2%	-2%	4%	-7%	-4%	-3%
COC(=O)c1ccccc1NC(=O)c1ccccc1SC	-29%	8%	52%[activator]	0%	14%	-14%	-7%	-9%
COc1cccc(N2C(=O)CC(N3CCc4ccccc43)C2=O)c1 (stereo unspecified)	-11%	-1%	-10%	3%	40µM*	-6%	-4%	-10%
CC1CC(C)CN(CCCNC(=O)Cc2c(C(=O)O)[nH]c3ccccc23)C1 (stereo unspecified)	-10%	-9%	6%	3%	-1%	1%	i	-6%

More records follow.
SMILES	TRb-SRC2 inh	GAA inh	L3MBTL1 block	TR SRC2 fluor cs	GAA glycogen	GAA spleen mod	RECQ1 helicase	RGS12 GoLoco inh
O=C1CCC[C@H]2OC12[C@@H](O)CCc1ccccc1 (stereo partly specified)	4%[11.2 µM]	x	x	4%[11.2 µM]	x	-5%[17.4 µM]	19%[11.5 µM]	x
CCOc1ccccc1N1CCN(Cc2ccc(Br)s2)CC1	1%	-6%	-4%	-1%	2%	2%	-3%	-3%
Cc1cc(CC(C)C)n(-c2nc3ccccc3c(=O)n2OCc2ccccc2)n1	-12%	-20%	5%	-1%	-7%	1%	-5%	11%
COc1ccc(C)cc1S(=O)(=O)N1CCC(C(=O)N2CCOCC2)CC1	-3%	-3%	-6%	3%	-6%	-1%	-12%	22%
CC(C)(C)n1nnnc1C(c1cccc(C(F)(F)F)c1)N1CCOCC1 (stereo unspecified)	1%	5%	-4%	1%	2%	0%	-1%	2%
CN(Cc1ccccc1)S(=O)(=O)c1ccc(N2CCOCC2)nc1	6%	-4%	2%	-1%	1%	-3%	5%	6%
CCc1c(O)nc(SCC(=O)Nc2ccccc2C)[nH]c1=O	-8%	-1%	x	-2%	-3%	5%	-3%	-5%
O=C(COC(=O)c1cccc(F)c1)NC1CC1	-3%	2%	-23%	-1%	-3%	4%	-5%	-5%
COc1cc(S(=O)(=O)N2CCOCC2)ccc1NC(=O)CSc1nnc(N)s1	-5%	u	6%	0%	-27%	0%	-2%	2%
O=C(CCCCCCN1C(=O)c2ccccc2C1=O)NC1CCCCC1	10%	3%	2%	0%	-4%	-6%	-3%	-1%
CCCCNC(=O)NS(=O)(=O)c1ccc(NS(=O)(=O)c2ccccc2)cc1	-2%	-2%	2%	-6%	-1%	-3%	-4%	8%
Cc1ccc(CCNS(=O)(=O)c2cnc[nH]2)cc1	-11%	-8%	x	0%	7%	-5%	i	-12%
CCN(CC)CCCC(C)NC(=O)c1cc(=O)c2ccccc2o1 (stereo unspecified)	1%	4%	-3%	2%	-3%	-4%	i	-2%
CCNC(=O)COC(=O)c1cc(S(=O)(=O)N2CCCc3ccccc32)ccc1Cl	0%	-8%	4%	1%	-4%	9%	-7%	11%
CCC(C)n1cnc2c(=O)oc3ccccc3c21 (stereo unspecified)	-19%	-3%	x	-2%	7%	8%	-8%	-2%
O=C(O)COc1ccccc1Cc1ccccc1	-3%	-2%	-8%	-2%	-3%	-12%	0%	1%
CN(C)S(=O)(=O)c1cccc(NC(=O)CN2C(=O)C3C4C=CC(C4)C3C2=O)c1 (stereo unspecified)	-5%	2%	2%	-1%	6%	-8%	-13%	4%
CCOC(=O)NC(=O)CSc1ccc2ccccc2n1	-7%	0%	38%[activator]	-8%	9%	-6%	-8%	3%
N#Cc1cn(CC(=O)O)c2ccccc12	4%	-1%	8%	-1%	-3%	3%	i	5%
Cc1nc(-c2cccc(NC(=O)Cc3ccccc3)c2)cs1	-2%	1%	14%	-3%	2%	2%	i	1%
COc1ccc(NC(=O)CCCCn2c(=O)[nH]c3ccccc3c2=O)cc1	-5%	-1%	-6%	-1%	6%	0%	0%	6%
CCOC(=O)CCC(NC(=O)CCCCCCCC(=O)NC(CCC(=O)OCC)C(=O)OCC)C(=O)OCC (stereo unspecified)	4%	3%	7%	1%	17%	7%	-1%	-2%
O=C(O)CCNS(=O)(=O)c1ccc(Oc2ccccc2)cc1	7%	-6%	-16%	-1%	3%	-1%	1%	11%
CC(C)(C)NC(=O)CSc1nnc(Cc2ccccc2)n1CC1CCCO1 (stereo unspecified)	-2%	9%	2%	2%	-7%	1%	-1%	-5%
COc1ccc(NC(=O)N2CCN(C(=O)Nc3ccc(OC)cc3)CC2)cc1	-7%	-5%	6%	-1%	-4%	1%	i	2%

Assay outcomes: PubChem BioAssay, National Center for Advancing Translational Sciences (NCATS)
